NOD2-RIPK2 inh = NOD2-RIPK2 binding disruptors in cells, primary screen, fluorescence, CHO cells, BLA complementation. Receptor-interacting serine/threonine-protein kinase 2 (Homo sapiens), O43353. CCF4 ratio. inhibition, % at 4.98 µM. 0.38% of 360,000 active. AID 624267, 2012; in the data active means inhibition above about 21%;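 further: 0% = vehicle only and 100% = reference blocker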
MC4R antagonist = MC4R antagonists of cAMP signaling, primary screen, cell-based, TR-FRET, antagonist arm of biased-ligand search | 0.48% of 360,000 active | inhibition, % at 6.5 µM | MC4R-expressing cells, MTII-stimulated cAMP, LANCE TR-FRET;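 active means inhibition above its plate's cutoff, the mean of tested wells on that plate plus 3 SD, cut at about 29% in these data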;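 further: 0% = Melanotan II alone and 100% = Melanotan II plus saturating MCL0020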
Target sequence (P32245 whole entry, looked up): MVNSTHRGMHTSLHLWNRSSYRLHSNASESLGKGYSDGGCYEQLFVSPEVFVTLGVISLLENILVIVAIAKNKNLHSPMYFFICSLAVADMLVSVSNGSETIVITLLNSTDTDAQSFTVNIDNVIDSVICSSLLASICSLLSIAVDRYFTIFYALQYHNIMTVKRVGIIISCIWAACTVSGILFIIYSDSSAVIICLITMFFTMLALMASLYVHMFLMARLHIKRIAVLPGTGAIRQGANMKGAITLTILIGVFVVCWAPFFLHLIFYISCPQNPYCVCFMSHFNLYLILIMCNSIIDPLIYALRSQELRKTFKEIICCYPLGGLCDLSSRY
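Test system: U2OS cells stably expressing human melanocortin 4 receptor (MC4R); also added: Melanotan II challenge; compound: 6.5 µM single dose; timing: 30-min compound preincubation, 1-h Melanotan II challenge, 1-h detection, room temperature; signal: Eu-cAMP/anti-cAMP TR-FRET, emission 671 nm; repeats: one well per compound, no replicates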
TLR9-MyD88 block = inhibitors of TLR9-MyD88 association in cells, primary screen, cell-based, CHO, BLA complementation, fluorescence; CCF4 FRET ratio; inhibition, % at 4.98 µM; 0.21% of 340,000 active;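 active means inhibition above the mean over all tested compounds plus 3 SD, cut at about 21% in these data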;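 further: 0% = DMSO only wells and 100% = clavulanate BLA inhibitor control wells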
H9c2 protect = cardioprotection against H2O2-induced cell death, primary screen, uHTS, H9c2 cells, ATPLite luminescence; protection from H2O2 cell death, % at 20 µM; 0.63% of 360,000 active; H9c2 cardiomyocytes, H2O2 injury protection, 2 h; AID 588492, 2011;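 active means compounds giving at least 50% protection of heart cells from peroxide-induced death in the single-dose screen, raw or plate-pattern-corrected value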;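 further: 0% = DMSO wells with peroxide and 100% = DMSO wells without peroxide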
m5-HT2A agonist = mouse Htr2a agonists via beta-arrestin recruitment, primary screen, cell-based, luminescence | 5-hydroxytryptamine receptor 2A (Mus musculus), P35363 | CHO-K1 mHTR2A beta-arrestin complementation; percent of 30 µM serotonin response | activation, % at 7.6 µM | 0.66% of 360,000 active | AID 624169, 2012;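 active means activation above a run cutoff, the mean activation of all tested compounds plus 3 SD, cut at about 14% in these data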;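 further: 0% = plate median of compound wells and 100% = 30 µM serotonin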
Target sequence (P35363 whole entry, looked up): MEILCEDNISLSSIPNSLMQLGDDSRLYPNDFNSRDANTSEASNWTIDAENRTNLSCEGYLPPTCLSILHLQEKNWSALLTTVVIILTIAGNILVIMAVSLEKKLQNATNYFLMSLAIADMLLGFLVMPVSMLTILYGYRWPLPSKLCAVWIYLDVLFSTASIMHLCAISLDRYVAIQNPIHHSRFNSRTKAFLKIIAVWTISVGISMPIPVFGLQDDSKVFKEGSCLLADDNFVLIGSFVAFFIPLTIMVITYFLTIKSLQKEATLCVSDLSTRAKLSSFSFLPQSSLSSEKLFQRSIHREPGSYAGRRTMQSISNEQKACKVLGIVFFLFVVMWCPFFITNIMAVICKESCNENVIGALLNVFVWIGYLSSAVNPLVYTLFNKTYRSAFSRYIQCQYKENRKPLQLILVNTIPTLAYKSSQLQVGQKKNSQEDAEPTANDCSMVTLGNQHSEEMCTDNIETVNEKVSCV
NCOA2 inhibitor = inhibition of GAL4-SRC2 driven luciferase reporter, primary screen, SRC2 inhibitor project, cell-based, luminescence. Nuclear receptor coactivator 2 (Homo sapiens), Q15596. HEK293 GAL4-SRC2 luciferase reporter. inhibition, % at 9 µM. 0.17% of 370,000 active;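 active means inhibition above the mean inhibition of all tested compounds plus 3 SD, set per campaign, cut at about 52% in these data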;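 further: 0% = DMSO treated cells and 100% = cells given Gossypol at 36 µM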
MC4R barr agon = MC4R agonists recruiting beta-arrestin, primary screen, cell-based, luminescence, agonist arm of biased-ligand search. activation, % at 8.9 µM. 0.98% of 360,000 active. U2OS MC4R beta-arrestin complementation; percent of melanotan II response, DMSO zero;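 active means activation above a per-plate cutoff, the mean activation of sample wells on that plate plus 3 SD, cut at about 8% in these data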
ABCB6 inh MLPCN = ABCB6 transporter inhibitors, primary screen, K562-ABCB6 cells, flow cytometry, MLPCN library | ATP-binding cassette sub-family B member 6 (Homo sapiens), Q9NP58 | K562-ABCB6 porphyrin accumulation, 1 h; stronger effect = lower value | fluorescence ratio to DMSO, % at 10 µM | 0.19% of 360,000 active;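 active means fluorescence ratio to DMSO below 75%, the collection mean minus 3 SD; inconclusive means too few cells collected in the well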;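 further: signal is porphyrin accumulated inside mitochondria; 100% equals median channel fluorescence of DMSO control wells; lower ratio means ABCB6 inhibition with less porphyrin fluorescence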
ABHD5 PLIN5 PPI = ABHD5-PLIN5 interaction inhibitors, primary screen, cell lysate, split luciferase complementation, luminescence; Perilipin-5 (Homo sapiens) + 1-acylglycerol-3-phosphate O-acyltransferase ABHD5 (Homo …; AID 602281, 2012; Split G. princeps luciferase complementation, 4 h; 0.78% of 360,000 active; inhibition, % at 4 µM;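 active means inhibition above the mean inhibition across every tested compound plus 3 SD, cut at about 22% in these data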;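 further: 0% = DMSO only wells and the 100% control is not disclosed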
Glyco luc inh = increase of ERlucT glycosylation luciferase signal, primary screen, N-linked glycosylation inhibitor project, D54 ERlucT cells, luminescence, set 2. D54 ERlucT glycosylation luciferase reporter, 24 h; percent of 100 nM tunicamycin response. reporter increase, % at 12.5 µM. 0.23% of 360,000 active;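 active means mean luciferase reporter signal, scaled so untreated is 0 and the glycosylation-blocking control 100, at or above a set limit in every replicate; inconclusive means mean reaches the limit but not every replicate does; inactive means mean below the limit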;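 further: luciferase carries N-glycosylation sites so blocking glycosylation raises the light; 0% = median of neutral control wells and 100% = median of 100 nM tunicamycin wells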
* hit, by the source's call; ? = inconclusive; . = not tested or not shown.

molecule,NOD2-RIPK2 inh,MC4R antagonist,TLR9-MyD88 block,H9c2 protect,m5-HT2A agonist,NCOA2 inhibitor,MC4R barr agon,ABCB6 inh MLPCN,ABHD5 PLIN5 PPI,Glyco luc inh
CCOc1ccc(C2CC(=O)c3c([nH]c(C(=O)OC)c3C)C2)cc1OC (stereo not given),-8,-2,-6,8,6,-33,-0.3,91,2,0
O=C(/C=C/c1c(Cl)nc2ccccn12)Nc1ccc(F)cc1,2,2,4,25,-3,13,-4.9,93,-2,2
CC(C)(C)n1nc2c(c1NC(=O)CCCc1ccccc1)CS(=O)C2 (stereo not given),-8,1,3,8,9,15,3.0,103,4,-2
CC(=O)c1c(N2CCN(c3cccc(Cl)c3)CC2)nc(=S)n(-c2ccccc2)c1C,8,9,-3,-1,0,-11,0.7,96,7,-3
CCCNC(=O)C1(C)CCCN(C(=O)c2cc(C)nn2C(C)(C)C)C1 (stereo not given),-5,19,.,-2,10,-5,0.6,96,4,1
CN(CC(=O)Nc1ccccc1C(=O)NC1CC1)Cc1ccc(Cl)s1,8,2,-8,6,4,12,0.7,99,3,-1
CCCc1cc(=O)[nH]c(SCC(=O)c2c[nH]c3ccccc23)n1,-10,4,-1,1,3,1,1.6,111,-5,2
COc1ccc(/C=C(\C#N)C(=O)NCC(c2ccc(F)cc2)N2CCOCC2)cc1 (stereo not given),-9,6,-5,-1,-6,-3,-2.0,103,3,-8
CCOc1ccc(OCc2ccc(C(=O)N/N=C(\C)c3ccccn3)cc2)cc1,-4,3,4,35,1,-71,-2.6,96,-6,3
CCOc1ccc(NS(=O)(=O)c2cccc(C(=O)N(C)Cc3ccco3)c2)cc1,1,9,0,-6,-9,-2,-3.8,99,7,-1
N#C/C(=C\c1cccs1)C(=O)Nc1ccccn1,-9,-9,0,-14,1,-59,0.8,96,-1,1
Cc1ccc(S(=O)(=O)NC(CC(N)=O)C(=O)O)cc1 (stereo not given),-3,-4,-6,-4,0,-44,-0.8,97,2,-2
C[C@]12C=CC(=O)C=C1CCC1C3CC[C@](O)(C(=O)CO)[C@@]3(C)CC3OC312 (stereo not given in full),-7,-4,-5,4,-1,13,1.9,100,-2,2
CCCN1CCN(S(=O)(=O)c2ccc3c(c2)NC(=O)C(C)S3)CC1 (stereo not given),-2,8,-7,-5,1,-13,0.0,101,-6,-2
C[C@@H]1COc2cccc(N3CCN(Cc4ccccc4F)CC3)c2S(=O)(=O)N1,-2,.,.,.,7,11,.,96,9,.
Cc1ccc(-c2nc3ccccc3nc2Cl)cc1,-1,-14,-11,-1,-3,7,1.1,90,-3,-1
CCN1CCN(C(c2ccccc2OC)c2nnnn2C2CCCCC2)CC1 (stereo not given),1,-3,-8,4,-9,7,-0.9,104,2,-5
Cc1cc(N2O[C@H]3C=C[C@@H]2C3)no1,-3,12,-1,0,0,9,-0.7,106,-2,3
O=C(N/C(=C\c1ccc(Br)cc1)C(=O)N1CCOCC1)c1ccc(Br)o1,0,19,-19,-2,-2,-20,0.9,100,-1,-2
COC(=O)c1ccc(S(=O)(=O)NCc2ccccc2)n1C,0,9,2,-2,-2,-28,-2.1,102,-1,1
Cc1ccc2c(C)c(C(=O)NCCN3CCCC(O)C3)oc2c1C (stereo not given),2,-1,0,2,-5,-5,0.9,98,1,1
CCS(=O)(=O)N1CCC(C(=O)N2CCN(Cc3ccccc3)CC2)CC1,-5,-1,-3,4,1,-6,-1.4,93,-1,0
COc1ccccc1NC1=NC(C)(C)N=C(N)N1,-9,1,6,3,7,-6,-1.9,87,-7,3
Cc1[nH]n(S(=O)(=O)c2ccccc2)c(=O)c1N=Nc1cccc(Cl)c1,-4,-1,-4,-7,3,-2,-0.2,97,2,4
O=C(NCc1cccnc1)c1cc(C2CCCCN2S(=O)(=O)c2ccccc2)on1 (stereo not given),-3,0,.,5,-3,-4,-2.0,98,-7,0
CC[C@H](C)[C@@H]1NC(=O)c2cc([N+](=O)[O-])cc(F)c2NCCCC[C@@H](C(N)=O)NC(=O)[C@H](CCCCN)NC1=O,-7,1,-4,5,10,-31,-0.9,100,12,2
COc1ccc(NC(=O)CC2C(=O)NCCN2C(=O)c2ccc(N(C)C)cc2)cc1 (stereo not given),-8,-5,.,4,-1,25,-0.5,97,2,0
O=C(c1ccc(CS(=O)c2cccc(Cl)c2)o1)N1CCCCCC1 (stereo not given),3,4,0,-8,5,4,0.1,99,-10,-1
OC(c1ccc2ccccc2c1)c1ncc(-c2cccc3ccccc23)[nH]1 (stereo not given),5,4,.,-4,5,-41,0.7,92,-4,2
COc1ccc(NC(=O)c2ccc(NC(=O)C3COc4ccccc4O3)cc2)c(OC)c1 (stereo not given),-1,10,8,0,1,-14,-0.9,93,2,2
CCCNC(=O)C(Cc1ccccc1)NC(=O)c1ccc(C(C)(C)C)cc1 (stereo not given),4,-2,7,5,-1,3,0.1,98,-13,-2
O=C(Oc1c(-c2ccccc2)c(=O)n2c3c(cccc13)CC2)c1ccc(F)cc1,-4,6,-5,1,0,3,-1.4,99,-1,1
CN(C)CCCNc1ccc(-c2cc(Nc3cccc(Cl)c3)ncn2)cn1,11,0,5,16,-7,-11,-0.6,98,0,-1
COc1ccc(C)cc1S(=O)(=O)Nc1cc2c3c(c1)C(C)C(=O)N3CCC2 (stereo not given),-8,-1,-23,-1,-5,-41,-1.2,97,-15,1
COc1ccc(CN(C)CC2CCCN(CCc3ccccc3C)C2)cc1O (stereo not given),8,0,-5,11,-11,-1,-0.7,100,2,0
Cc1cccc(NS(=O)(=O)c2cc3c4c(c2)C(C)C(=O)N4CCC3)c1 (stereo not given),6,8,2,-4,0,0,-1.6,100,-3,-1
COc1ccc(N2CC(C(=O)N[C@@H](C)C(=O)N3CCCCC3)CC2=O)cc1 (stereo not given in full),-3,23,-16,1,5,-30,-0.5,96,5,1
CCCCn1c(-c2cccnc2)nc2cc3[nH]c(=O)c(C(C)C)nc3cc21,-9,-1,-7,21,7,-7,-0.6,100,1,5
CC(=O)c1ccccc1NC(=O)COC(=O)c1ccccc1NC(=O)c1ccccc1,5,0,2,4,6,-5,-1.7,98,-1,0
Brc1ccc(C=Nc2ccc3c(c2)OCCOCCOCCO3)s1,-9,6,-1,-2,1,27,1.4,98,3,6
CCCSC1=C(C#N)C(c2ccccc2OCC)CC(=O)N1 (stereo not given),1,5,-7,-2,-1,-8,1.7,102,-3,-1
CCCCCC(=O)Oc1cccc(N2C(=O)C3CCCCC3C2=O)c1 (stereo not given),-2,0,-9,-9,1,26,-1.5,101,-3,0
CCC[C@@H](CN1CCC[C@H]1CN1C(N)=NC[C@@H]1Cc1ccccc1)N1C[C@@H](Cc2ccccc2)N(CCc2ccc(Cl)c(Cl)c2)C1=N,-2,18,12,3,-12,-36,0.6,93,29*,2
O=C(C[n+]1cnn(CC(=O)c2ccc(Cl)cc2Cl)c1)c1ccc([N+](=O)[O-])cc1,-6,4,2,-2,-5,16,-2.1,95,6,15
COc1ccc(CNc2nc3nc(C)c(Cl)c(C)n3n2)cc1,-5,7,-7,-2,2,-46,1.1,101,-2,-3
CCc1ccc(N2C(=O)C3CCCN3C2=S)cc1 (stereo not given),4,3,-5,3,0,-10,-0.8,100,1,0
CCOC(=O)CN1C(=O)S/C(=C\c2ccc3c(c2)OCO3)C1=O,-6,6,-4,-7,0,-14,1.4,99,5,0
O=C(Cc1ccccc1[N+](=O)[O-])N1CCOCC1,1,0,10,2,-1,-41,-0.8,100,1,0
O=C(NC(=S)Nn1cnnc1)c1ccccc1,5,0,4,-3,-3,-6,-2.0,?,2,8
CCOc1ccc(CC(=O)Nc2ccc(S(=O)(=O)Nc3cc(C)on3)cc2)cc1OCC,-5,17,1,-3,-5,9,1.2,101,-11,1

Continuation:
molecule,NOD2-RIPK2 inh,MC4R antagonist,TLR9-MyD88 block,H9c2 protect,m5-HT2A agonist,NCOA2 inhibitor,MC4R barr agon,ABCB6 inh MLPCN,ABHD5 PLIN5 PPI,Glyco luc inh
O=C(CSc1nnc(-c2ccccc2F)n1C1CC1)NCc1ccco1,-3,8,-3,-2,-8,5,-4.8,99,4,0
COc1cc(/C=N/NC(=O)c2nnn(-c3nonc3N)c2C(C)C)ccc1OCc1ccc(F)cc1,3,18,-5,-11,5,-11,0.8,98,-12,0
COc1ccc(/C=C2/SC(=S)N(CCC(=O)O)C2=O)cc1,3,-3,-7,-3,-4,84*,-0.9,99,-4,-2
CCc1nnc(NC(=O)C2CCCO2)s1 (stereo not given),7,-13,7,1,0,4,0.8,103,-3,1
CCC(C)(C)NC(=O)C(c1cccnc1)N(C(=O)c1csnn1)c1ccccc1 (stereo not given),1,-4,-9,8,1,-22,0.5,99,3,1
CN(C)c1ccc(/C=N/N=C2/SC(CC(=O)O)C(=O)N2c2ccc(O)cc2)cc1 (stereo not given),-14,-5,2,2,0,-27,-2.1,100,5,-3
CNC(=O)C(=O)Nc1ccc2c(c1)N(S(=O)(=O)c1cccs1)CCC2,-3,0,-6,8,-5,8,-2.5,95,-5,-3
O=C(O)c1cnn(-c2ccccc2)c1-n1cccc1,-11,4,3,8,8,5,-0.7,97,-6,2
CCOC(=O)N1CCN(CC(=O)Nc2ccc(F)c(F)c2F)CC1,1,5,10,11,3,-13,-1.7,97,0,0
COc1ccccc1Oc1nc([N+](=O)[O-])nn1CC(N)=O,4,24,-6,5,8,5,0.2,92,0,-1
Cc1cccc(C(C)C)c1NC(=O)COC(=O)CN1C(=O)C2CC=CCC2C1=O (stereo not given),-4,-4,-1,2,20*,-30,-0.4,100,-13,-1
CCCCn1c(-c2ccc(C(C)(C)C)cc2)nc2cc3[nH]c(=O)c(C(C)C)nc3cc21,4,5,-6,-23,5,30,-0.9,104,1,-8
Cc1ccc(SCCC(=O)NCc2ccco2)cc1,-5,6,1,-9,7,-27,-2.0,87,-2,3
CCn1c(=O)[nH]c2cc(Cl)c(Cl)cc21,-15,3,-1,4,-5,-3,0.4,106,2,1

Compound activity from PubChem.

Not all compounds are listed; count on the stated rates, not on these rows.
